From PubChem BioAssay
Rad51 HR inh: Rad51 (human) homologous recombination inhibition; Q06609; inhibition, % at 10 µM; actives 0.085% (n = 200,000); hRad51 DNA strand exchange, fluorescence dequenching;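 active = inhibition above 40% at the single screening dose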;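 note: 0% = DMSO control wells and 100% = blanks with heterologous ssDNA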
Target sequence (Q06609 whole entry, looked up): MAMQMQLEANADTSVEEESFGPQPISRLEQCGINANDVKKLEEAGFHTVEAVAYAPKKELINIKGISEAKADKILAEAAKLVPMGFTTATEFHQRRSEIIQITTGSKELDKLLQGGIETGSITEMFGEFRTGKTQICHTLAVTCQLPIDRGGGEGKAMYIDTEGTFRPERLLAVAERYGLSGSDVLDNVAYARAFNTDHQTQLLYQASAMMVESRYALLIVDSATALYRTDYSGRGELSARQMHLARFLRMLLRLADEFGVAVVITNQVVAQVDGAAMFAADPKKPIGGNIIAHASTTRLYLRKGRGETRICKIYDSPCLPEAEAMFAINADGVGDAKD
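Assay system: Human Rad51 nucleoprotein filaments preassembled on unlabelled ssDNA | Reagent: Donor/quencher-labelled 47-bp dsDNA substrate | Doses: One concentration, 10 µM final | Times: 37 °C 15-min filament assembly, 30-min compound preincubation, 15-min exchange | Technique: Fluorescein emission 520 nm, excitation 485 nm | Benchmarks: Plate control and blank wells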
L929 necroptosis: blocks zVAD induced death of L929 cells; L929 zVAD necroptosis rescue, ATP luminescence, 24 h; with zVAD 60 µM; viability rescue, % at 10 µM; actives 0.38% (n = 220,000); AID 1377;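 active = activation, scaled between plate controls, above about 75%, limit read from the data; inactive = activation under that limit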;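 note: 0% = zVAD with DMSO and 100% = DMSO alone without zVAD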
eIF4E-4G inh: inhibitors of eIF4E and eIF4G interaction in translation initiation; P63073+Q04637; TR-FRET eIF4E-eIF4GI(517-606) binding, 2 h; inhibition, % at 21.7 µM; actives 0.37% (n = 220,000);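 active = inhibition above about 30%, limit read from the data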;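 note: 0% = full FRET control wells and 100% = background wells lacking eIF4GI fragment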
m-calpain inh: blocks pig calpain II enzyme activity. purified calpain II, fluorogenic peptide substrate, 30 min. inhibition, % at 16 µM. actives 0.37% (n = 220,000). AID 1236;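 active = inhibition above about 50%, limit read from the data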
TNF death inh: blocks TNF-alpha induced death of Jurkat FADD-/- cells; Jurkat FADD-/- TNF necroptosis rescue, ATP luminescence, 24 h; 0 = TNF only, 100 = no-TNF cells; activation (protection from cell death), % at 10 µM; actives 0.068% (n = 220,000);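 active = activation, meaning protection from cell death, of at least 50% relative to plate controls; inactive = activation below 50%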;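 note: necroptosis triggered by 40 ng/mL TNF-alpha added together with compound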
MDM2 E3 inh: inhibitors of human Mdm2 E3 ubiquitin ligase | Q00987 | cell-based MDM2 ubiquitination luciferase reporter, 2 h; 0 = plate control, 100 = twice control, blank-subtracted | signal enhancement, % at 5 µM | actives 0.11% (n = 210,000) | AID 1230;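 active = signal enhancement of 30% or more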;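 note: luminescence tracks abundance of the self-degrading MDM2-luciferase fusion protein; higher signal means inhibition of MDM2 E3 ligase activity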
Target sequence (Q00987 whole entry, looked up, the tested form may be a part): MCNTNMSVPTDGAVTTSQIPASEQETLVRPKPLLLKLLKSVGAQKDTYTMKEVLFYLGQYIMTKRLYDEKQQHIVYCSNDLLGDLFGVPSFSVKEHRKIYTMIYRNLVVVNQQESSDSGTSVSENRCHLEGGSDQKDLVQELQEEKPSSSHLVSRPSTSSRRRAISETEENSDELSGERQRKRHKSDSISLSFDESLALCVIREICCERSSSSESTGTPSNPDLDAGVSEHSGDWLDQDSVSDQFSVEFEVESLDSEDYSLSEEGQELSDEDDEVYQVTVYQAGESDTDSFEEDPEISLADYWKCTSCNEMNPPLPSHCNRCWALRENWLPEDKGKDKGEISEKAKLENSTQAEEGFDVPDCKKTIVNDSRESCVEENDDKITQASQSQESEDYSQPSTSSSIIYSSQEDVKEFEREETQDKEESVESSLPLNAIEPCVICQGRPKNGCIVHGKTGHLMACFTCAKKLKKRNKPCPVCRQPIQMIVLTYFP
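Timing – 2 h compound exposure at 37 °C · Assay system – mammalian cells stably expressing self-ubiquitinating, self-degrading MDM2 E3–luciferase fusion · Amount – 2000 cells seeded into each well · Measure – % luminescence enhancement versus blank-corrected plate control mean · Measured by – SteadyLite luminescence, 15 min reagent step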
PERK inhibitor: inhibitors of human PERK kinase. Q9NZJ5. CHO PERK-DD fusion, SEAP luminescence translation reporter. inhibition, % at 5.6 µM. actives 0.17% (n = 220,000);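 active = inhibition above the mean inhibition of all tested compounds plus 3 SD, set separately per screening campaign, cut at about 2.9% in these data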;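 note: PERK kinase domain activated by AP20187 dimerizer at 100 nM; 0% = DMSO with dimerizer and 100% = rapamycin at 8.4 µM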
Cl transport mod: modulators of human KCC2 chloride dependent transport. Q9H2X9. KCC2 cells, thallium flux FluoZin-2 fluorescence. B-score of Tl+ flux slope (higher = more flux/activation; lower = inhibition) at 10 µM. actives 2.2% (n = 190,000). AID 1456;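 active = thallium flux slope and its plate-corrected score both differing from the plate sample mean at a set confidence after two filtering rounds, in either direction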;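 note: slope of fluorescence scaled to starting intensity during 10 to 20 s after thallium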
EBV gp42 inh: inhibitors of Epstein-Barr virus glycoprotein 42; Q1HVG2; Fluorescence polarization binding assay, mP read-out; inhibition, % (tested at 21.74 µM); actives 0.42% (n = 220,000); AID 1085; in the data active = inhibition above about 50%
Target sequence (Q1HVG2 whole entry, looked up): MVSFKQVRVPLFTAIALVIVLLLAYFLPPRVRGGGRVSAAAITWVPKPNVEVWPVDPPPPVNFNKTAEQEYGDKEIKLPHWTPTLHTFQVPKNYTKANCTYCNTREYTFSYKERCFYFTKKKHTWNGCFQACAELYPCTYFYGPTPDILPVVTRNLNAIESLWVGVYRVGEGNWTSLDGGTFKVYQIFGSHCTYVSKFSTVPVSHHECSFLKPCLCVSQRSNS
* = called active by the depositor; i = inactive; nt = not tested or not shown; [ ] = another dose, or the depositor's remark.

cpd	canonical_smiles	Rad51 HR inh	L929 necroptosis	eIF4E-4G inh	m-calpain inh	TNF death inh
1	Cc1nnc(SCC2=C(C(=O)O)N3C(=O)C(NC(=O)Cn4nc(C(F)F)c(Cl)c4C)C3SC2)s1 (configuration not stated)	-103.3	0.1	3.0	-23.3	0.5
2	Cc1cc(C)c(C)c(S(=O)(=O)NCc2ccco2)c1C	4.8	-0.8	-1.9	-19.9	-1.0
3	Cc1cc(SCC(=O)NN)c2cc(Br)ccc2n1	-26.4	1.3	4.8	-17.3	2.3
4	CCOC(=O)C1=C(N)n2c(s/c(=C\c3ccco3)c2=O)=C(C(=O)OC(C)C)C1c1ccco1 (configuration not stated)	-9.6	0.3	-0.8[fluorescence artefact?]	2.6	-5.2
5	Cc1ccc(-n2sc3ccccc3c2=O)cc1	-0.2	-0.1	45.0*	-10.2	-6.9
6	C(=N\N(Cc1ccccc1)c1ccccc1)/c1cccnc1	5.4	0.7	-0.7	10.4	-0.6
7	Cc1cc(C)cc(OCC(=O)OCC(=O)c2ccc3c(c2)NC(=O)CO3)c1	-3.6	1.4	3.7	-21.1	-1.9
8	CCc1ccc(C(CNC(=O)c2ccc3c(=O)n(-c4ccccc4F)c(=S)[nH]c3c2)N(C)C)cc1 (configuration not stated)	-8.2	3.3	-0.6	-70.0	-5.3

cpd	MDM2 E3 inh	PERK inhibitor	Cl transport mod	EBV gp42 inh
1	-18.8	0.8	0.675	-6.1
2	-9.9	0.2	-0.652	-6.6
3	-14.0	-0.6	-0.149	-26.0
4	-6.9	-0.6	0.877	-13.4
5	-32.2	0.0	1.08	-24.8
6	-3.8	-0.1	-0.866	5.2
7	-2.6	1.2	0.184	-9.8
8	-17.1	-0.8	-0.548	-6.6

Ordered by count of non-hydrogen atoms (rising): some entries from above
cpd	canonical_smiles	Rad51 HR inh	L929 necroptosis	eIF4E-4G inh	m-calpain inh	TNF death inh
5	Cc1ccc(-n2sc3ccccc3c2=O)cc1	-0.2	-0.1	45.0*	-10.2	-6.9
3	Cc1cc(SCC(=O)NN)c2cc(Br)ccc2n1	-26.4	1.3	4.8	-17.3	2.3
6	C(=N\N(Cc1ccccc1)c1ccccc1)/c1cccnc1	5.4	0.7	-0.7	10.4	-0.6
7	Cc1cc(C)cc(OCC(=O)OCC(=O)c2ccc3c(c2)NC(=O)CO3)c1	-3.6	1.4	3.7	-21.1	-1.9
1	Cc1nnc(SCC2=C(C(=O)O)N3C(=O)C(NC(=O)Cn4nc(C(F)F)c(Cl)c4C)C3SC2)s1 (configuration not stated)	-103.3	0.1	3.0	-23.3	0.5
8	CCc1ccc(C(CNC(=O)c2ccc3c(=O)n(-c4ccccc4F)c(=S)[nH]c3c2)N(C)C)cc1 (configuration not stated)	-8.2	3.3	-0.6	-70.0	-5.3

cpd	MDM2 E3 inh	PERK inhibitor	Cl transport mod	EBV gp42 inh
5	-32.2	0.0	1.08	-24.8
3	-14.0	-0.6	-0.149	-26.0
6	-3.8	-0.1	-0.866	5.2
7	-2.6	1.2	0.184	-9.8
1	-18.8	0.8	0.675	-6.1
8	-17.1	-0.8	-0.548	-6.6

(more compounds)
cpd	canonical_smiles	Rad51 HR inh	L929 necroptosis	eIF4E-4G inh	m-calpain inh	TNF death inh
9	CC#CCN1c2ccccc2[C@]23C[C@@H](C(=O)OC)N=C2NC(C(=O)OC)=C(C(=O)OC)[C@H]13	1.1	-0.8	-1.7	5.7	-0.5
10	COc1ccccc1C(=O)NC(CCSC)C(=O)OC(C)C(N)=O (configuration not stated)	nt	1.6	1.2	-18.2	-0.2
11	CCNc1nc(NCC)n2c(SCc3ccc(F)cc3)nnc2n1	-17.7	0.6	-0.3	-16.5	0.8
12	COCCN1C(=O)c2ccc(C(=O)NCc3cccnc3)cc2C1=O	2.5	-0.1	8.7	20.9	-0.9
13	Clc1ccc(/C=C/c2ncc3ccccn23)cc1	-5.3	-0.9	3.9	i	-3.9
14	NNC(=O)c1oc2ccccc2c1-n1cccc1	-1.8	4.0	-1.2	10.5	1.6
15	FC(F)(F)C(F)(F)c1nnc2ccc(-n3ccnc3)nn12	4.8	1.1	0.2	-13.5	0.9
16	CC(C)C(NC(=O)c1ccc(C(C)(C)C)cc1)C(=O)OCC(=O)NC(=O)Cc1ccccc1 (configuration not stated)	-11.9	-0.4	-9.8[fluorescence artefact?]	31.4	1.0

cpd	MDM2 E3 inh	PERK inhibitor	Cl transport mod	EBV gp42 inh
9	-8.2	nt	-2.35	2.3
10	-4.7	0.4	-0.0436	-9.2
11	-2.7	-0.7	nt	-21.7
12	-0.8	1.9	0.829	-7.1
13	-22.6	0.5	1.9	-7.5
14	7.4	0.0	-0.224	-2.7
15	-2.2	0.1	0.522	-10.9
16	2.0	-0.2	0.489	-15.4

Continuation.
cpd	canonical_smiles	Rad51 HR inh	L929 necroptosis	eIF4E-4G inh	m-calpain inh	TNF death inh
17	COc1ccc2c(c1)nc(SCC(=O)c1cccs1)n2C	-5.0	0.1	9.8	4.0	-2.6
18	CCn1cnc2sc(C(=O)Oc3cccc(C)c3)c(C)c2c1=O	-9.9	-1.4	-1.2	22.2	-0.3
19	CC1(C)CC(=O)C(C2C3=C(CC(C)(C)CC3=O)OC3=C2C(=O)CC(C)(C)C3)=C(O)C1	18.4	-0.2	-0.6	8.7	-0.4
20	COc1ccc([N+](=O)[O-])cc1NC(=O)C(C)OC(=O)c1cccnc1 (configuration not stated)	-5.2	2.3	-0.3	39.2	-0.5
21	O=C(CSc1nnc(C2COc3ccccc3O2)o1)N1CCCc2ccccc21 (configuration not stated)	6.5	-0.1	-5.9	15.2	8.0
22	CCOC(=O)C1CCN(C(=O)CC(C)c2ccccc2)CC1 (configuration not stated)	-1.2	-0.2	-1.2[fluorescence artefact?]	-23.1	-1.5
23	CCn1ncc(-c2cc(C(=O)O)no2)c1C	-2.8	0.4	-0.1	-40.1	-0.9
24	COc1cccc(C(C#N)N2N=C(C)CC2(C)C)c1O (configuration not stated)	0.6	0.6	-2.9	-22.5	0.0

cpd	MDM2 E3 inh	PERK inhibitor	Cl transport mod	EBV gp42 inh
17	-8.1	-0.4	-0.293	-3.5
18	-7.0	-0.3	0.33	10.4
19	-4.2	-1.2	0.507	-10.3
20	-16.6	0.0	-0.816	-7.0
21	-10.4	-0.6	nt	-4.2
22	-11.6	0.4	-0.917	-18.6
23	18.8	0.2	0.2	-15.9
24	-4.4	0.7	0.123	-1.4

Further records.
cpd	canonical_smiles	Rad51 HR inh	L929 necroptosis	eIF4E-4G inh	m-calpain inh	TNF death inh
25	CCOC(=O)C1(CC)NC(c2cccc(F)c2)C2C(=O)N(CC)C(=O)C21 (configuration not stated)	-0.4	-0.2	6.7	9.5	-0.7
26	COc1cc(-c2[nH]ncc2CN2CCN(c3cccc(C)n3)CC2)cc(OC)c1OC	nt	0.0	-2.6	-28.6	-4.5
27	COc1ccc(-c2nnc(Nc3ccc(OC)c(C(=O)N4CCCCC4)c3)c3ccccc23)cc1	1.8	20.3	-2.8[fluorescence artefact?]	-42.7	-1.0
28	COc1ccccc1NC(=O)c1ccc(NS(=O)(=O)c2cccc3cccnc23)cc1	7.2	1.9	-1.4	-12.2	1.5
29	Cn1cc(CN2CCc3ccccc3C2)c2ccccc21	4.0	0.5	-7.7	-0.6	-0.4
30	Cc1cc(NC(=O)CN2C(=O)C3CC=CCC3C2=O)no1 (configuration not stated)	9.2	1.6	-10.1[fluorescence artefact?]	7.8	1.3
31	Nn1c(SCC(=O)Nc2ccc3c(c2)OCO3)nncc1=O	nt	-1.0	-0.3	-2.3	0.8
32	COc1ccccc1C(CC(=O)Nc1ccc(C)c(C)c1)c1ccc(OC(C)C)cc1 (configuration not stated)	1.9	1.4	-4.0	16.9	3.0

cpd	MDM2 E3 inh	PERK inhibitor	Cl transport mod	EBV gp42 inh
25	6.8	-0.7	-0.59	-20.1
26	-3.6	-1.4	0.0832	-8.3
27	-11.6	0.0	-1.06	-13.3
28	-8.3	-1.0	1.79	3.9
29	-9.7	-0.4	nt	3.4
30	-13.0	0.6	0.522	-14.4
31	-0.5	0.6	-0.463	-1.7
32	-15.2	0.0	0.756	-7.3

Individual results from the results shown.
no. 29 | L929 necroptosis = 0.5
no. 16 | Cl transport mod = 0.489
no. 14 | MDM2 E3 inh = 7.4
no. 31 | eIF4E-4G inh = -0.3
no. 30 | MDM2 E3 inh = -13.0
no. 18 | L929 necroptosis = -1.4

New compounds follow:
cpd	canonical_smiles	Rad51 HR inh	L929 necroptosis	eIF4E-4G inh	m-calpain inh	TNF death inh
33	CS(=O)(=O)N1CCC(Oc2ccccc2C(=O)NC2CCOC2)CC1 (configuration not stated)	32.4	-2.6	1.4	-3.4	-0.1
34	COc1ccc(OC)c(C2C3=C(CCCC3=O)Nc3nnnn32)c1 (configuration not stated)	nt	1.0	3.7[fluorescence artefact?]	-2.0	1.1
35	Cc1cc(C(=O)OCC(=O)Nc2ccc(F)cc2[N+](=O)[O-])c2ccccc2n1	nt	0.3	-4.4	9.2	3.2
36	Cc1ccc(-c2nc(CN(CC3CCC3)CC3CCCO3)c(C)o2)s1 (configuration not stated)	nt	-1.4	-0.5	4.5	-1.2
37	Cc1c2c(n3c(nc4ccccc43)c1C#N)N(CCN(C)C)CC2	-2.1	25.5	3.8	i	-0.5
38	O=C(/C=C/c1ccccc1)NC(=S)NNC(=O)c1ccco1	-1.5	0.4	4.0	2.4	-1.6
39	O=C(NCCCN1CCCC1=O)c1ccc2c(c1)ncn2C1CCCCC1	nt	nt	-4.0	21.4	0.9
40	CCn1c(C)cc(/C=C2/SC(=S)NC2=O)c1C	-38.4	2.7	6.4	19.8	2.1

cpd	MDM2 E3 inh	PERK inhibitor	Cl transport mod	EBV gp42 inh
33	-20.7	1.1	0.185	-14.5
34	nt	0.6	0.131	-11.6
35	-10.7	-0.1	0.411	-12.2
36	-14.6	0.8	-0.544	-18.3
37	-1.0	1.1	-0.654	-4.7
38	1.8	0.1	6.39*	-27.9
39	nt	0.3	0.216	-6.4
40	-9.6	0.8	-0.627	-157.7

The results go on:
cpd	canonical_smiles	Rad51 HR inh	L929 necroptosis	eIF4E-4G inh	m-calpain inh	TNF death inh
41	CCOc1ccc(OCC)c(S(=O)(=O)NCCOC23CC4CC(CC(C4)C2)C3)c1	11.1	-1.1	5.0	45.6	-1.0
42	CCOc1ccc(/C=N/NC(=O)CN2CCSCC2)cc1	5.5	1.5	25.2	-13.5	1.1
43	O=C(CCn1nc(-c2ccccc2)c2ccccc2c1=O)N1CCN(c2ccccc2)CC1	-3.8	0.9	-2.7	-3.0	-3.4
44	CCCCn1c(N)c(N(CC)C(=O)c2cccc(OC)c2)c(=O)[nH]c1=O	-0.9	2.2	-3.0	-14.0	1.2

cpd	MDM2 E3 inh	PERK inhibitor	Cl transport mod	EBV gp42 inh
41	-14.7	-1.4	-0.344	9.6
42	3.2	1.0	0.926	-5.0
43	-3.2	-0.1	nt	-13.0
44	-15.3	0.3	-0.534	-16.6
